Compound activity from PubChem.
NR2E3 ag-1: agonists of human NR2E3 nuclear receptor; AID 602229; 360,000 tested, 0.35% active; inhibition of corepressor binding, % at 3.98 µM; Q9Y5X4; CHO-S Gal4-NCOR/VP16-NR2E3 two-hybrid, luciferase;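 active = inhibition above the mean of all tested compounds plus 3 SD, cut at about 70% in these data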;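 note: 0% = DMSO with NR2E3 transfected cells and 100% = cells lacking NR2E3 construct; higher means lower luciferase signal from less NR2E3 corepressor binding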
Target sequence (Q9Y5X4 whole entry, looked up, the tested form may be a part): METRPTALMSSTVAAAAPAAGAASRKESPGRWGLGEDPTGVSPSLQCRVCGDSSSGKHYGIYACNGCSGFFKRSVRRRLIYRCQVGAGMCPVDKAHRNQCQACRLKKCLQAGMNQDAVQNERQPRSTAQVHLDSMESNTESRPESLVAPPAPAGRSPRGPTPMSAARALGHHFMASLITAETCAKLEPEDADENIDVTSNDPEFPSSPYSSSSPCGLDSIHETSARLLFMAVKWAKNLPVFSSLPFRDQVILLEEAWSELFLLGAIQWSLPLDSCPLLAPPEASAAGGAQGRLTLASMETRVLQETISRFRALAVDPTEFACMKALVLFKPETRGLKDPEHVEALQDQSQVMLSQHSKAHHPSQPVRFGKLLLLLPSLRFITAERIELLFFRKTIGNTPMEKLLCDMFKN
Shn3 inh set2: reduces Shn3 3'UTR luciferase signal in osteoblasts. Clone20 osteoblast Shn3 3'UTR firefly luciferase, 24 h. inhibition, % at 12.5 µM. 360,000 tested, 0.52% active;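 active = mean inhibition of at least 75% with every replicate also reaching 75%; inconclusive = mean inhibition at least 75% but some replicate below; inactive = mean inhibition below 75%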;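 note: 0% = median of neutral control wells and 100% = pilot-screen positive control compound; some compounds past the cut are filed as inactive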
hiPSC survival: enhancers of human iPSC single-cell survival; hiPSC single-cell survival, ATPlite luminescence; 100% = ROCK inhibitor wells, 0% = DMSO; survival enhancement, % at 20 µM; 360,000 tested, 0.044% active; in the data active = survival enhancement above about 18%;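 note: cells exposed to compounds for 16 hours before the ATP read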
Peg3 promoter: inhibitors of Peg3 promoter; HeLa PEG-Prom luciferase reporter, luminescence, overnight; inhibition, % at 20 µM; 360,000 tested, 1.7% active; AID 588405;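 active = inhibition of at least 50% at 20 µM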
MITF TRPM1 inh: reduces MITF-dependent TRPM1 promoter luciferase signal. inhibition, % at 12.5 µM. AID 488899. SK-MEL-5 TRPM1 promoter luciferase, 24 h. 330,000 tested, 0.83% active;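 active = mean inhibition across replicates of 60% or more, whatever share of single replicates reaches that level; inconclusive = some that reach 60%, reason not given; inactive = mean inhibition across replicates below 60%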; note: values of inactives mirror those of a sister screen read the other way
EBV LMP1 NFkB: inhibitors of Epstein-Barr LMP1-induced NF-kappaB reporter | LMP1-induced NF-kappaB luciferase reporter cells, luminescence | inhibition, % at 12.5 µM | 350,000 tested, 0.69% active | AID 504558; in the data active = inhibition above about 41%; inconclusive = no clear call, values can overlap the other calls;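 note: 0% = neutral control wells and 100% = reference inhibitor control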
HIF-2a block: inhibitors of HIF-2a | inhibition, % at 18.8 µM | AID 624352 | 786-0 RCC cells HIF-2a reporter, luciferase luminescence, overnight | 360,000 tested, 0.72% active;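 active = inhibition of the luminescence signal of 40% or more relative to plate controls, in a single-dose primary screen at 18.75 µM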
NR2E3 ag-2: activates human photoreceptor nuclear receptor NR2E3; 320,000 tested, 0.12% active; inhibition of corepressor binding, % at 4.78 µM; Q9Y5X4; AID 2300; GST-NR2E3/biotin-RetCOR TR-FRET, 1536-well;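 active = percent inhibition above the cutoff of mean plus 3 SD of all tested compounds, set per screening campaign, cut at about 20% in these data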;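 note: 0% = DMSO wells and 100% = biotin wells as full block of FRET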
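Test system: GST-NR2E3 and biotin-RetCOR proteins | Quantity: 1.35 nM GST-tagged NR2E3 final | Medium: Tris pH 7.5 | Also added: 7 nM biotin-RetCOR | Dosing: Compound at 4.8 µM, single dose | Timing: 5 h at 4 °C | Detection: Time-resolved FRET | Read-out basis: Percent inhibition | Benchmarks: Biotin wells as high control, 0.6% DMSO wells as low control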
KKLEB tox: reduces viability of KKLEB cystic fibrosis airway cells; KKLEB CF airway cells viability, ATPlite luminescence, overnight; stronger effect = lower value; cells stimulated with P. aeruginosa culture filtrate; activity change (cytotoxicity), % at 5 µM; 360,000 tested, 0.36% active; AID 602141;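 active = corrected activity change at or below -50% at 5 µM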
CF NFkB inh: cystic fibrosis NF-kB activation inhibition; 360,000 tested, 0.86% active; KKLEB NF-kB-GFP reporter, PAF-induced, GFP fluorescence overnight; inhibition, % at 5 µM;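 active = at least 50% inhibition at 5 µM, scaled per plate between neutral and stimulator controls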;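 note: PAF is a Pseudomonas aeruginosa culture filtrate used as stimulus; plate controls were PAF-stimulated DMSO wells for no effect and unstimulated DMSO wells for full effect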
TRAIL sens C8: sensitizes caspase-8 expressing cells to TRAIL; AID 624354; 360,000 tested, 1% active; inhibition (viability loss, TRAIL sensitization), % at 10 µM; NB7+C8 cells + TRAIL, ATPlite viability luminescence;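 active = compounds causing at least 50% loss of cell viability in the single-dose screen, relative to plate controls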
* marks the source's active call; other numbers are inactive results; u = inconclusive; x = not tested or not shown. A portion of the library; rates above refer to the full screens.

SMILES	NR2E3 ag-1	Shn3 inh set2	hiPSC survival	Peg3 promoter	MITF TRPM1 inh	EBV LMP1 NFkB	HIF-2a block	NR2E3 ag-2	KKLEB tox	CF NFkB inh	TRAIL sens C8
CC1CCCN(S(=O)(=O)c2ccc3c(c2)n(C)c(=O)c(=O)n3C)C1 (configuration not stated)	-9	0	-0.2	19	-20	-9	13	-1	15	-18	-18
O=C(NCC1CCCO1)c1cc2ccccc2o1 (configuration not stated)	-50	-47	-0.5	-66	-40	-6	-106	-1	-12	29	-8
CCOC(=O)C1=C(C)c2ccccc2OC1C(=O)OCC (configuration not stated)	-10	-11	-1.1	11	11	-8	4	x	18	-11	-8
CCOC(=O)c1cccc(NC2c3ccccc3C(=O)N2Cc2ccco2)c1 (configuration not stated)	25	90*	-1.6	8	14	11	6	2	8	-1	-7
Cc1nn(-c2ccccc2)c(C)c1/C=N/NC(=O)c1cc(C(C)(C)C)[nH]n1	-23	-10	-0.9	8	-8	0	9	2	7	13	52*
COc1ccc(Cl)cc1C(=O)NNC(=O)CSc1nncn1C	-6	-13	2.6	7	12	-5	16	x	-6	-4	-7
CN1CCN(c2ccc(C(=O)c3cn(-c4ccc(F)c(Cl)c4)nn3)cc2)CC1	-5	14	-0.1	38	-7	11	-71	-5	-20	8	43
Cc1ccc(-n2ncc3c(=O)[nH]c(SCC(=O)N4CCCC4)nc32)cc1C	17	15	-0.6	22	-10	-1	6	4	-10	16	-5
O=C(CN1CCN(S(=O)(=O)c2ccc3ccccc3c2)CC1)NC(=O)NC1CCCCC1	11	26	-0.5	14	18	-8	16	1	-5	-4	-1
COc1ccccc1N1CCN(C(=O)c2ccc3[nH]c4c(c3c2)CC(C)CC4)CC1 (configuration not stated)	18	4	4.9	9	10	-14	-8	-4	-5	9	9
COc1cc(/C=N/NC(=O)c2cc(-c3ccccc3C)nc3ccccc23)cc(OC)c1O	2	2	-0.4	10	x	x	19	-2	-8	0	7
CCOC(=O)Cn1c(-c2cccnc2)nc(-c2ccccc2)c1-c1ccccc1	-14	-5	0.2	24	7	14	24	x	-14	10	1
Cc1ccc(C2=NN(CCC(=O)NCc3ccc4c(c3)OCO4)C(=O)CC2)cc1	4	-13	0.8	0	14	-8	5	4	17	-13	7
COC(=O)Cc1csc(Nc2ccc(Cl)cc2)n1	-14	-42	-0.3	-181	-57	-8	-90	-3	-3	5	5
O=c1c(Cc2ccc(Cl)cc2)c(O)ccn1Cc1cccs1	1	1	1.0	4	3	-4	-2	3	4	12	-4
COc1ccc2oc(=O)c(C(=O)NCCc3ccc(OC)c(OC)c3)cc2c1	-24	-45	-0.7	5	8	-1	6	1	-15	4	2
CCc1cccc(OCC(O)Cn2c(N3CCCCC3)nc3c2c(=O)[nH]c(=O)n3C)c1 (configuration not stated)	-24	15	0.5	14	-2	-23	17	1	-3	-14	14
COC(=O)c1ccc(C)c(NC(=O)CSc2sc3c(O)cc(=O)[nH]c3c2C#N)c1	-30	-9	-0.6	13	7	0	19	-7	3	-8	11
CC(C)Oc1ccccc1OC1(C)CCN(Cc2ccc(OC(F)(F)F)cc2)C1 (configuration not stated)	17	27	3.7	-6	x	x	16	x	16	13	10
S=C(c1ccc(N2CCOCC2)cc1)N1CCCCC1	-8	-8	-1.6	-29	-21	-6	-20	0	-6	12	-7
CCCC1CCC(C(=O)Nn2c(C)nc3ccccc3c2=O)CC1 (configuration not stated)	10	3	0.7	11	3	-11	3	-1	1	-2	9
CCOc1ccc(NC(=O)COC(=O)CC2CCCCC2)cc1	-22	-1	0.5	-19	-2	-5	-17	1	-4	-3	-32
COc1cc2[nH]c(=S)n(CC3CCCO3)c(=O)c2cc1OC (configuration not stated)	0	-10	-0.4	14	11	-1	3	3	4	-1	0
CC(=O)c1cccc(NC(=S)N2CCC(Cc3ccccc3)CC2)c1	-5	32	-0.6	-3	12	0	0	1	3	-1	-8
Cc1ccccc1N(C)C(=O)c1coc(=O)c2ccccc12	-5	-9	-3.0	3	4	16	18	2	0	19	2
Carrying on.
SMILES	NR2E3 ag-1	Shn3 inh set2	hiPSC survival	Peg3 promoter	MITF TRPM1 inh	EBV LMP1 NFkB	HIF-2a block	NR2E3 ag-2	KKLEB tox	CF NFkB inh	TRAIL sens C8
O=C(CSc1nnc(-c2ccc(S(=O)(=O)N3CCOCC3)cc2)o1)c1ccccc1F	-20	17	-2.6	6	-22	-7	5	1	8	-8	7
COC(=O)c1ccc(Cl)c(NC(=O)CN(c2ccc(OC)cc2)S(=O)(=O)c2ccccc2)c1	-4	14	4.0	12	-5	-7	19	1	4	-16	6
CCN1C(=O)[C@@H]2[C@@H](c3ccc(-c4ccc(C(C)=O)cc4)c(OC)c3)N3CCC[C@@]3(C(=O)OC)[C@@H]2C1=O	-5	8	-1.3	-3	14	-1	12	2	11	-14	1
COc1ccc(-c2cc(=O)oc3cc(OCC(=O)NCc4ccccn4)ccc23)cc1	-15	8	2.0	17	1	6	5	3	-11	6	-1
Cc1cc(C)cc(OCC(=O)Nc2ccc3c(c2)OCO3)c1	7	9	-2.1	-23	-7	0	-21	2	11	-7	-1
CC(C)c1c(O)c2c(n(-c3ccccc3)c1=O)CCCC2	-21	u	2.9	15	4	-4	11	0	-11	0	-6
CN(C)c1ccc(S(=O)(=O)N2CCCCC2)cc1NC(=O)C1=COCCO1	-18	4	0.3	5	5	2	12	3	-18	10	-5
Cc1ccc(C(=O)N/C(=C/c2ccco2)C(=O)NCCc2c[nH]c3ccccc23)cc1C	-22	-1	-0.5	-32	9	0	-48	3	7	-10	-2
COC(=O)c1c(NC(=O)CCC(=O)O)sc(Cc2ccccc2)c1C	-19	3	0.2	16	6	-4	17	4	-10	10	12
O=C(OCCc1cc2ccccc2c(=O)o1)c1ccc(F)cc1	-31	-24	-3.0	-91	-10	5	-2	2	10	6	-17
NS(=O)(=O)c1ccc(CNC(=O)C(c2ccccc2)c2ccccc2)cc1	15	-6	-0.4	13	-2	-4	8	6	-4	6	-1
O=C(NC(=S)Nc1ccccc1[N+](=O)[O-])c1cncc(Br)c1	-31	9	-0.5	-30	-22	-9	-108	-1	11	0	-20
O=C(O)c1cc(S(=O)(=O)Nc2ccc3cn[nH]c3c2)ccc1O	-6	-10	-0.1	4	29	11	-6	5	-14	16	25
COc1ccccc1CNC(=O)Cn1nc(C)c([N+](=O)[O-])c1C	17	2	-0.3	9	0	-5	12	1	-5	6	-12
O=[N+]([O-])c1ccccc1/C=N/Nc1nc(N2CCCC2)nc(N2CCCC2)n1	-26	-13	-0.6	15	24	4	9	0	-1	-9	-14
COc1ccc(CN2CC(=O)N(c3cc(Cl)ccc3OC)C2=S)cc1OC	0	16	1.0	17	1	5	11	1	-10	4	12
O=C(CCN1CCN(Cc2ccccc2)CC1)NNC(=O)c1ccc(Cl)c(Cl)c1	-3	3	3.6	0	x	2	2	x	-21	10	-18
O=C(CSc1cccc2cccnc12)N/N=C/c1ccncc1	4	1	-0.1	-7	-1	-6	9	2	5	11	-9
CCCCCCCCNc1nc(Cl)nc(NCc2ccco2)n1	9	4	1.0	2	6	-1	10	-1	-4	0	17
O=C(Nc1ccc(S(=O)(=O)N2CCOCC2)cc1)C1CC1	-14	0	-0.6	-2	6	-2	13	4	-1	3	-2
Cc1nn(Cc2ccccc2Cl)c(C)c1N	6	-9	1.8	5	-11	-4	11	-2	14	1	-16
O=C1CN(C(=O)COC(=O)c2cccc(Br)c2)c2ccccc2N1	-20	2	0.1	-3	-8	7	-2	0	10	-1	-17
C[C@H](CO)N1C[C@H](C)[C@@H](CN(C)Cc2ccc(C(=O)O)cc2)OCc2cnnn2CCCC1=O	-20	3	3.6	-15	x	-3	7	x	0	10	-2
O=C(NCc1ccccc1)c1ccc(NS(=O)(=O)c2cccs2)cc1	25	-9	0.1	-10	-7	7	10	2	-7	11	-12
CCc1noc(C)c1C(=O)NCCN1C(=O)S/C(=C\c2ccccc2F)C1=O	-38	5	6.7	-7	x	-2	10	x	10	-3	7
More results
SMILES	NR2E3 ag-1	Shn3 inh set2	hiPSC survival	Peg3 promoter	MITF TRPM1 inh	EBV LMP1 NFkB	HIF-2a block	NR2E3 ag-2	KKLEB tox	CF NFkB inh	TRAIL sens C8
CN1CCN(C(=O)C2CCCN(S(=O)(=O)c3ccc(F)cc3)C2)CC1 (configuration not stated)	-9	-4	0.3	5	-1	-1	-3	-2	-4	-6	-5
Cc1cccc(Nc2nc(-c3ccc(O)cc3O)cs2)n1	-6	-135	0.1	-292	-38	-14	-348	3	9	-54	7
COc1cccc(CC(=O)Nc2nc(-c3cc(OC)ccc3OC)cs2)c1	-37	20	1.0	-2	-9	-3	-73	4	5	-19	1
COc1ccc(NC(=O)C[C@H]2C(=O)N(C3CCCCC3)C[C@@H]2C)cc1	-11	14	3.9	0	x	-6	-1	x	6	-11	-4
CCc1nnc(SCc2cccc(F)c2)nc1CC	-25	-8	11	-6	-4	5	-28	-3	3	18	-5
Cc1ccc(C(=O)Oc2cc(N)n(S(=O)(=O)c3ccc(F)cc3)n2)cc1	-19	6	-0.5	10	7	-2	8	2	-3	25	3
O=C(O)CCCNC(=O)OCc1ccccc1	19	-5	8.6	8	0	9	18	-3	11	12	-6
CCN1C(=O)[C@@H]2[C@@H](c3ccc(-c4cc(C(C)=O)cs4)cc3)N3CCC[C@@]3(C(=O)OC)[C@@H]2C1=O	-23	-6	0.4	3	9	-2	8	x	-12	-8	2
COc1ccc(CC(NC(C)=O)C(=O)NC2CCN(S(=O)(=O)c3ccc(NC(C)=O)cc3)CC2)c(OC)c1 (configuration not stated)	-6	1	3.5	4	-7	3	19	5	-4	-5	10
CC(C)[C@H](NC(=O)OCc1ccccc1)C(=O)OCC(=O)N1CCN(c2ccccc2)CC1	7	-12	2.6	-21	13	1	-10	1	6	-5	2
N#Cc1ccccc1OCC(=O)NCC1(N2CCCCC2)CCCCC1	-4	-1	-0.4	6	18	-11	0	-3	6	-3	-5
Cc1ccc(Cc2c(-c3cccc(Br)c3)nc3ccc(Cl)cn23)cc1	-18	-11	1.6	-73	x	x	-217	x	-20	27	-7
COc1ccc2c(c1)N1CCN=C1N2C	-36	4	-1.9	2	4	6	7	-4	8	2	11
Cc1cc(NC(=O)CO/N=C/c2ccc3c(c2)OCO3)ccc1Br	8	-4	1.0	16	-1	-2	-6	3	14	-14	18
C=CCOC(=O)/C(=C\c1cccc2ccccc12)NC(=O)c1ccccc1	-115	-49	-0.9	-78	-27	-39	-196	3	2	0	7
CCCC(c1nnnn1Cc1ccc(F)cc1)N1CCN(C)CC1 (configuration not stated)	-12	7	2.3	-14	-18	-6	5	3	0	-2	-7
